# Source: PubChem BioAssay (Dana-Farber Cancer Institute and Novartis Institutes for BioMedical Research (Cambridge, Mass))
# USP7 inh – human USP7 deubiquitinase inhibition. purified USP7, Ub-rhodamine cleavage fluorescence. inhibition, % at 20 µM. 0.3% of 47,000 active
# OTUD3 block – blocks human OTUD3 ubiquitin-rhodamine cleavage | 0.7% of 47,000 active | purified OTUD3, Ub-rhodamine fluorescence, 2 h | AID 1645858 | inhibition, % at 25 µM
# Target sequence (Q5T2D3 whole entry, looked up): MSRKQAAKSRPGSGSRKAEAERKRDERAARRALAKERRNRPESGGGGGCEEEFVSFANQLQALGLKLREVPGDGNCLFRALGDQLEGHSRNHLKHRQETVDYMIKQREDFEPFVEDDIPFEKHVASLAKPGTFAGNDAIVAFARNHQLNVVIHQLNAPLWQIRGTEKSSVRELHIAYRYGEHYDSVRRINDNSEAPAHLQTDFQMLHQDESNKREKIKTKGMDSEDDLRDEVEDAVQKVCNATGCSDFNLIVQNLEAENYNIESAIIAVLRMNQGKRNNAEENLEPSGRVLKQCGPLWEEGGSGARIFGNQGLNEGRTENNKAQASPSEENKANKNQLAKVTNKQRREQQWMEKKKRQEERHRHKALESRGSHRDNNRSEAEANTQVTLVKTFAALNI
# USP30 block – human USP30 deubiquitinase inhibition; Q70CQ3; purified USP30, Ub-rhodamine cleavage fluorescence; inhibition, % at 25 µM; 5.3% of 47,000 active; AID 1645860
# USP10 block – human USP10 deubiquitinase inhibition | inhibition, % at 20 µM | purified USP10, Ub-rhodamine fluorescence, 60 min | Q14694 | 1.1% of 47,000 active | AID 1645856
# USP17 block – human USP17-like deubiquitinase inhibition. A8MUK1. purified USP17, Ub-rhodamine cleavage fluorescence, 3 h. inhibition, % at 50 µM. 6.5% of 47,000 active
# USP28 inh – inhibitors of human USP28 deubiquitinase. 3% of 47,000 active. purified USP28, Ub-rhodamine cleavage fluorescence, 30 min. Q96RU2. inhibition, % at 25 µM
# UCHL1 inh – blocks human UCHL1 ubiquitin-rhodamine cleavage | P09936 | purified UCHL1, Ub-rhodamine cleavage fluorescence | inhibition, % at 20 µM | 0.2% of 47,000 active | AID 1645859
# Target sequence (P09936 whole entry, looked up): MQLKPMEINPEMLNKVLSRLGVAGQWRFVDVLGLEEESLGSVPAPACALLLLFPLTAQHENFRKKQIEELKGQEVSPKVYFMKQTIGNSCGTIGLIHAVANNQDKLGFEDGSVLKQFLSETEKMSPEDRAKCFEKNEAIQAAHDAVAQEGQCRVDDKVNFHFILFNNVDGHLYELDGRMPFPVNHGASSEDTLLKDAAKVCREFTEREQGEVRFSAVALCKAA
# USP8 block – inhibitors of human USP8 deubiquitinase; 4.2% of 47,000 active; purified USP8, Ub-rhodamine cleavage fluorescence, 30 min; AID 1645853; inhibition, % at 20 µM
# An asterisk follows results filed as active; i = inactive; nt = not tested or not shown. Cut-off read from the data, not from the text of the source: active = inhibition above about 30%; inactive = the rest.
# Each structure is followed by: USP7 inh, OTUD3 block, USP30 block, USP10 block, USP17 block, USP28 inh, UCHL1 inh, USP8 block
O=C(Cn1cnc2cc(Cl)ccc2c1=O)N1CCOCC1
  3, 9, 18, 0, 9, 6, 0, 20
COCCn1cnc2c1c(=O)n(CC(=O)NCCc1ccc(OC)cc1)c(=O)n2Cc1ccccc1
  -4, 5, -6, -3, -3, -7, -1, -4
Cc1noc(C)c1CN1CCC(NC(=O)c2ccccc2)C1 (stereo not given)
  -1, -11, -30, -3, -12, -12, -3, -7
NC(=O)c1cc2c(Cl)ccc3c2n1CCO3
  10, -34, 0, 0, -1, 24, 5, 11
CC(C)CC(=O)Nc1ccc(N2CCN(c3ccccc3)C2=O)nc1
  3, -2, -40, -1, -2, -14, -2, -17
COC(=O)c1c(NC(=O)c2ccc(N(C)S(C)(=O)=O)cc2)sc2c1CCCC2
  8, -3, -9, 6, -1, -8, 4, 13
CN(C)CCNC(=O)c1ccc(-c2ccnc(N3CCCC3)n2)cc1
  1, 0, 4, 0, -1, 1, 0, -3
CCCCN1CCN(c2ccc3c(c2)CCC3)C1=O
  -4, -3, -1, 2, 4, 8, -1, 6
COc1ccccc1NC(=O)CN1C(=O)C(O)(c2cccc(F)c2)c2ccccc21 (stereo not given)
  1, -4, 4, 2, 2, 5, 4, 7
COc1cccc(C(=O)N2C[C@H]3N(C)C(=O)c4ccccc4C(=O)[C@@]3(C)C2)c1
  1, -8, 0, 0, -2, -10, -3, 2
CCn1c(Cn2cccn2)nc2cc(NC(=O)C3CCCCC3)ccc21
  5, 8, 13, 4, -60, 38*, 1, -1
O=C(c1noc2c1CCCC2)N1CCCC1c1ccnc(=O)[nH]1 (stereo not given)
  -12, -7, -90, -7, -17, -11, -10, -13
Cc1cc(=O)c2c(O)oc(O)c3c(O)cc(=O)c1c32
  -85, -2, -118, 0, 68*, 9, 7, 31*
Nc1ncncc1-c1noc([C@@H]2CCCN2Cc2cc3ccccc3o2)n1
  -7, -3, -37, -1, -3, -4, -1, 5
Cc1cc(C(=O)Nc2nnc(CSc3ccccc3)o2)no1
  6, 1, 7, 1, -4, 0, 0, -44

# The list goes on (three carried over from the part before).
# Each structure is followed by: USP7 inh, OTUD3 block, USP30 block, USP10 block, USP17 block, USP28 inh, UCHL1 inh, USP8 block
Cc1cc(=O)c2c(O)oc(O)c3c(O)cc(=O)c1c32
  -85, -2, -118, 0, 68*, 9, 7, 31*
Nc1ncncc1-c1noc([C@@H]2CCCN2Cc2cc3ccccc3o2)n1
  -7, -3, -37, -1, -3, -4, -1, 5
Cc1cc(C(=O)Nc2nnc(CSc3ccccc3)o2)no1
  6, 1, 7, 1, -4, 0, 0, -44
Nc1cccc(-c2nc(-c3ccc(Cl)cc3)co2)c1
  -2, -2, -15, -2, 14, 3, 3, 22
CCCN1CCN(c2ccc(C(=O)O)cc2NS(=O)(=O)c2cc(F)ccc2F)CC1
  -38, -10, -14, 0, 10, -7, -1, 85*
Cc1c(NS(=O)(=O)c2cccc(F)c2)cccc1-c1nc2cccnc2s1
  -6, 0, nt, 5, 13, nt, 2, -2
Cc1cnc(-c2cncc(C3CCCN(C(=O)c4cccnc4)C3)n2)[nH]1 (stereo not given)
  2, 8, 6, 2, -3, 9, 2, -5
Cn1cc(-c2cnc(N3CCOCC3)nc2)cc1C(=O)NCCc1cccc(F)c1
  3, 3, 12, 1, 10, 4, 3, 0
Cc1c(Cc2ccccc2)c(=O)oc2cc(OCc3nn[nH]n3)ccc12
  -41, 17, 38*, 19, 36*, 44*, 2, -6
Cc1ccc(CN2CC(=O)N(Cc3ccccc3)c3ccccc3S2(=O)=O)cc1
  10, 17, 21, 5, 10, 12, 4, 22
CC(=O)Nc1ccc(S(=O)(=O)NCc2nnc3c(C(F)(F)F)cc(Cl)cn23)cc1
  4, 15, 22, 0, 15, 11, 0, 18
Cc1nc2sc3c(NCc4cccnc4)ncnc3c2c2c1COC(C)(C)C2
  -1, -13, -17, -7, nt, -20, -1, -21
O=C(C1CCCC1)N1CCCC(c2ccnc(Nc3cccc(F)c3)n2)C1 (stereo not given)
  -35, -3, -11, -2, -8, 0, 6, -29
COc1ccc(NC(=O)C2Oc3ccc(C)cc3NC2=O)cc1Cl (stereo not given)
  1, -6, 16, 9, 75*, 26, -3, 3
COC(=O)c1ccc(C2CC(=O)Nc3c2sc(C(=O)O)c3-c2ccc(OC)cc2)cc1 (stereo not given)
  3, 13, 34*, 2, 11, 13, 3, 2
CCCOc1ccc(C2CN3C(=O)CN(CCN4CCOCC4)C(=O)[C@]3(C)c3[nH]c4ccccc4c32)cc1OCC (stereo not given in full)
  8, -10, -20, 3, -10, -27, 8, -5
COc1ccc(-c2nc3cnccc3o2)cc1NC(=O)c1cccc(F)c1
  3, 1, -28, -2, 49*, -9, 1, -2
Cc1n[nH]c(C)c1S(=O)(=O)N1CCCC(O)(CN(C)C)CC1 (stereo not given)
  9, 5, 3, 0, 3, 0, 2, 17

# Printed as active in USP28 inh, among the entries above:
# Each structure is followed by: USP7 inh, OTUD3 block, USP30 block, USP10 block, USP17 block, USP28 inh, UCHL1 inh, USP8 block
CCn1c(Cn2cccn2)nc2cc(NC(=O)C3CCCCC3)ccc21
  5, 8, 13, 4, -60, 38*, 1, -1
Cc1c(Cc2ccccc2)c(=O)oc2cc(OCc3nn[nH]n3)ccc12
  -41, 17, 38*, 19, 36*, 44*, 2, -6

# A section from the list above, for reference:
# Each structure is followed by: USP7 inh, OTUD3 block, USP30 block, USP10 block, USP17 block, USP28 inh, UCHL1 inh, USP8 block
Nc1cccc(-c2nc(-c3ccc(Cl)cc3)co2)c1
  -2, -2, -15, -2, 14, 3, 3, 22
CCCN1CCN(c2ccc(C(=O)O)cc2NS(=O)(=O)c2cc(F)ccc2F)CC1
  -38, -10, -14, 0, 10, -7, -1, 85*
Cc1c(NS(=O)(=O)c2cccc(F)c2)cccc1-c1nc2cccnc2s1
  -6, 0, nt, 5, 13, nt, 2, -2

# (more compounds)
# Each structure is followed by: USP7 inh, OTUD3 block, USP30 block, USP10 block, USP17 block, USP28 inh, UCHL1 inh, USP8 block
O=C(NCCCN1CCOCC1)c1cc(-c2cccnc2)n(-c2ccccc2)n1
  4, 7, 2, 1, 5, 2, 0, 12
CCn1c(CC(=O)Nc2cc(C)ccc2C)nnc1SCC(=O)N1CCOCC1
  5, 10, 19, -2, -2, 0, 3, -26
CC(=O)c1c(O)c2ccccc2n(C2CCCCC2)c1=O
  -15, -13, -115, -8, -47, -32, -13, 49*
O=C(NC1CC1)c1nc(-c2cn(-c3ccc(F)cc3)nn2)no1
  0, -6, -4, 1, 2, -2, -2, 3
COc1ccc(NS(=O)(=O)c2ccc(-c3cc(C)[nH]n3)s2)cc1OC
  1, -1, -2, 2, 0, -6, 0, 3
CCOC(=O)c1ccc(N2C(=O)CSCC2=O)cc1
  -17, -5, -8, 4, -6, -8, 0, -1
Cc1noc(CN2CCC3(CC2)CC3c2nc(-c3cccc(Cl)c3)no2)n1 (stereo not given)
  -46, -21, -93, -3, -33, -29, -7, -54
COc1ccc(NC(=O)c2sc3nc(-c4cccc([N+](=O)[O-])c4)cn3c2C)cc1OC
  1, -1, 6, 4, 44*, -8, -2, 2
CCN1CCN(C(=O)c2cn3ccnc(-c4ccc(C)cc4)c3n2)CC1
  0, 6, 12, 2, 0, 12, 1, 0
CC(C)(C)c1cc2n(n1)CCN(Cc1ccc(Cl)cc1)C2
  -5, 11, 10, 0, 1, 11, 5, 9
O=C(CSc1ccc(N2CCOCC2)nn1)Nc1ccc(Cl)cc1
  -5, -12, -1, -3, -4, 4, 0, -5
C[C@H](NC(=O)C1(c2ccccc2)CCN(C(=O)[C@@H]2CCCN2)CC1)C(=O)O
  8, 4, 18, 0, 11, 4, 5, -15
CCS(=O)(=O)c1cccc(C(=O)Nc2c(C(N)=O)oc3ccccc23)c1
  2, 8, 21, 0, 42*, 16, 4, 4
Cc1cc(C)cc(OC(C)C(=O)N2CCC(c3[nH]nc4nccnc34)CC2)c1 (stereo not given)
  3, 7, 23, 2, 12, 3, 1, -26
CCOCC1CN(C(=O)c2ccncn2)Cc2cn(C)nc21 (stereo not given)
  -8, -21, -58, -2, -17, -13, -7, -111
Cc1nc(C)c(-c2ccc(SCC(=O)NCc3ccc4c(c3)OCO4)nn2)s1
  3, 15, 1, 0, 12, 14, 0, -5
Cn1cc(C(=O)N2CCCCC2c2ccc3c(=O)n(C)c(=O)n(C)c3n2)cn1 (stereo not given)
  7, 4, 2, -3, 17, 9, 3, 12
C[C@@H](NC(=O)c1ccc2c(c1)OCCO2)c1nc2cc(-c3ccccc3F)ncn2n1
  7, 43*, 78*, 5, 66*, 47*, 2, -6
O=C(c1cc(-c2ccncc2)n[nH]1)N1CCN(C(=O)C2CCCCC2)CC1
  2, -9, 10, 1, 2, -2, -1, 5
O=C1COc2nc3ccccc3cc2CN1CC1CC1
  -28, 12, 29, -1, 11, 18, 0, 2
Cc1cc(NC(=O)C2(c3ccc(F)cc3)CCCC2)n(-c2nc3ccccc3[nH]2)n1
  10, -4, -5, 11, 0, 0, 6, 70*
Cc1ccc(NC(=O)C2CCCN(c3ncnc4onc(C)c34)C2)nc1 (stereo not given)
  0, 9, 19, -1, 0, 8, 2, 0
COc1ccc(OC)c(CCNCc2c(C(=O)O)n(C)c3cc(OC)ccc23)c1
  -1, -3, -32, -4, -11, -12, -4, -19
Cn1nc(C(=O)N2CCCC2)c2c1CCN(C(=O)CCC(=O)NCc1cccc(F)c1)C2
  -7, -8, -18, -3, nt, -6, -5, -18
O=C(NCc1ccc(Br)cc1)c1cc(-c2cccnc2)n[nH]1
  29, 10, 24, 21, 37*, 15, 3, 90*
CSCC[C@H](NC(=O)/C=C/c1ccc(Cl)cc1)c1nnc2ccccn12
  -9, -10, -39, -6, -10, -8, -3, -34
O=C(NCc1ccccc1)c1ncoc1-c1ccccc1C(=O)N1CCOCC1
  -2, -1, 0, -1, -5, -6, -1, 5
O=C(NC1CCCC1)c1ccc(Cn2c(=O)c3ccccc3n(Cc3cc(=O)n4ccccc4n3)c2=O)cc1
  10, 10, 2, 13, 27, 11, 5, 17
Cc1ccc(OCC(=O)NCCn2c(=O)[nH]c3cncnc32)cc1
  4, 11, 11, -2, 8, 12, -1, 9
CCc1cc(=O)n(CC(=O)NCc2ccccc2)c(N2CCOCC2)n1
  -7, -1, -3, 1, 0, -10, -3, -2

# Single records (already shown).
# `O=C(NC1CCCC1)c1ccc(Cn2c(=O)c3ccccc3n(Cc3cc(=O)n4ccccc4n3)c2=O)cc1` is listed as USP7 inh = 10; OTUD3 block = 10; USP30 block = 2; USP10 block = 13; USP17 block = 27; USP28 inh = 11; UCHL1 inh = 5; USP8 block = 17
# `Cn1cc(C(=O)N2CCCCC2c2ccc3c(=O)n(C)c(=O)n(C)c3n2)cn1` (stereo not given) is listed as USP7 inh = 7; OTUD3 block = 4; USP30 block = 2; USP10 block = -3; USP17 block = 17; USP28 inh = 9; UCHL1 inh = 3; USP8 block = 12
# `Cc1cc(NC(=O)C2(c3ccc(F)cc3)CCCC2)n(-c2nc3ccccc3[nH]2)n1` is listed as USP7 inh = 10; OTUD3 block = -4; USP30 block = -5; USP10 block = 11; USP17 block = 0; USP28 inh = 0; UCHL1 inh = 6; USP8 block = 70*

# Additional entries
# Each structure is followed by: USP7 inh, OTUD3 block, USP30 block, USP10 block, USP17 block, USP28 inh, UCHL1 inh, USP8 block
CC(C)n1cnc(-c2cc(C(=O)NCCN3CCOCC3)c3ccccn23)c1
  -15, -59, -351, -8, -69, -80, -10, -58
COc1cccc(Nc2nc(N3CCOCC3)nc3c2cnn3C)c1
  5, 1, 5, 4, -4, -2, 3, 14
CCn1c(COc2cccc3cccnc23)nnc1SCC(=O)OC
  4, 14, 9, 0, 10, 0, 1, 15
COc1ccc(C(CNS(=O)(=O)c2ccc(C)cc2)N2CCN(C)CC2)cc1 (stereo not given)
  4, 18, 19, 3, 0, 6, 1, 5
COCC1c2c(cnn2CC2CC2)CCN1C(=O)c1cc(C)on1 (stereo not given)
  -8, 4, -13, -2, -8, 8, 0, -51
O=c1oc2c3c(c(Cl)cc2c2c1CCCC2)OCN(CCc1ccc(F)cc1)C3
  3, 7, 4, -3, 43*, 6, -4, 41*
N#Cc1c2c(c(-c3ccccc3)[nH]c1=O)CCCC2
  1, -1, -6, 0, 20, -2, 1, -3
O=C1C=Cc2ccc(N3CCOCC3)c3cccc1c23
  -48, -158, i, -6, -128, -222, -55, -206

# Rows were taken by chance; 13% or so of the library scored in one or more.
